CHO-K1 Ca PAM: M1 PAM counterscreen hit in parental CHO-K1 cells | actives 0.02% (n = 360,000) | activation, % at 3 µM | ATP EC20, Fluo-8 calcium fluorescence; 0% at ATP EC20, 100% at ATP max | AID 602247;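 active means activation above the run cutoff, the mean activation of all test compounds plus 3 SD, cut at about 40% in these data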;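 further: peak over basal fluorescence ratio in a 140 s read after ATP addition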
CHRM4 antagonist: antagonists of human muscarinic M4 receptor (CHRM4) | CHO-hM4 cells, ACh EC80, Fluo-8 calcium fluorescence | inhibition, % at 3 µM | AID 624125 | P08173 | actives 0.73% (n = 360,000);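 active means inhibition above its plate's cutoff, the mean inhibition of sample wells plus 3 SD, cut at about 27% in these data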;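 further: 0% = acetylcholine EC80 with DMSO and 100% = DMSO without agonist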
Target sequence (P08173 whole entry, looked up): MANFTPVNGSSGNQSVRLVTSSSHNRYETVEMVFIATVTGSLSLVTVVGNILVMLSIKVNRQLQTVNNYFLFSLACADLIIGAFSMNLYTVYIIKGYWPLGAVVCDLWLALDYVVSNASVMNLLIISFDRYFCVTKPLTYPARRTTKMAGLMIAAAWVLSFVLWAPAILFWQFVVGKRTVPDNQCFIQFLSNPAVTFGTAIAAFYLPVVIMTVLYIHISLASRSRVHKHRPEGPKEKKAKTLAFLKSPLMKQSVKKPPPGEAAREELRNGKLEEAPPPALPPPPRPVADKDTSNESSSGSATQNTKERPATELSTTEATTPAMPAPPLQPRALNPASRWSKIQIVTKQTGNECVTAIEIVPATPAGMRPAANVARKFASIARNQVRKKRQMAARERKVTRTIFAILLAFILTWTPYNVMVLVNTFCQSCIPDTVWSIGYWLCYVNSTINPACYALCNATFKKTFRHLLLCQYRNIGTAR
CHRM5 PAM: CHRM5 positive allosteric modulation | CHO-K1 hM5, Fluo-8 calcium, ACh EC20 PAM; 0% = ACh EC20, 100% = ACh EC100 | activation, % at 3 µM | actives 0.3% (n = 360,000);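 active means activation above the run cutoff, the mean activation of all test compounds plus 3 SD, cut at about 18% in these data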
Target sequence (P08912 whole entry, looked up): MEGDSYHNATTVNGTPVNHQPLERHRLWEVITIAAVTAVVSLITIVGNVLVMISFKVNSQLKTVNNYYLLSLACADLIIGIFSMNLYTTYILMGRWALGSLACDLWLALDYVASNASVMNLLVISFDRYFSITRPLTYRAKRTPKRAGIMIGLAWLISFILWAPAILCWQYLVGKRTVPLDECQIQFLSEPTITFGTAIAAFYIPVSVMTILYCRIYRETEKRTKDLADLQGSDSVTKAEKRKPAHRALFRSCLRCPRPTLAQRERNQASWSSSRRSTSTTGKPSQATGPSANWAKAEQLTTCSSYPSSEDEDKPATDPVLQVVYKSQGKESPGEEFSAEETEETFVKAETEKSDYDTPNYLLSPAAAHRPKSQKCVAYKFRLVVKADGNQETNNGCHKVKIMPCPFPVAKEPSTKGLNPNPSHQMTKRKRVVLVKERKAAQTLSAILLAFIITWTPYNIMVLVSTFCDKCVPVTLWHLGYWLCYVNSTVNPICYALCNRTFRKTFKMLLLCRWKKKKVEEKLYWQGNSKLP
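Assay system – human M5 receptor in CHO-K1 cells · Read-out – % activation, ACh-normalized · Technique – Fluo-8 calcium fluorescence · Dosing – single-point, 3 µM nominal · Incubation – Fluo-8 loading 80 min at 37 °C plus 30 min room temperature · Repeats – singlicate, one well per test compound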
CHRM5 antagonist: CHRM5 antagonism in calcium assay; P08912; CHO-hM5 cells, Fluo-8 calcium fluorescence, ACh EC80; AID 624040; actives 0.59% (n = 360,000); inhibition, % at 3 µM;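 active means inhibition above a per-plate cutoff, the mean of that plate's test compounds plus 3 SD, cut at about 27% in these data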;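 further: 0% = acetylcholine EC80 with DMSO and 100% = DMSO without agonist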
CHRM4 PAM: potentiates acetylcholine response at human M4 receptor; P08173; CHO-K1 hM4/Gqi5, Fluo-8 calcium fluorescence, ACh EC20; 0% = ACh EC20, 100% = maximal ACh; activation, % at 3 µM; actives 0.4% (n = 360,000); AID 624126;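 active means activation above its plate's cutoff, the mean activation of sample wells plus 3 SD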; further: some results filed as inactive read as strong as hits
CHRM4 agonist: agonists of human muscarinic M4 receptor (CHRM4) | P08173 | CHO-K1 hM4/Gqi5, Fluo-8 calcium fluorescence; vehicle 0%, full acetylcholine response 100% | activation, % at 3 µM | actives 0.14% (n = 360,000) | AID 624127;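 active means activation above the run mean over all test wells plus 3 SD, cut at about 32% in these data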;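 further: peak over basal fluorescence ratio per well then scaled between controls; 0% = DMSO wells and 100% = acetylcholine at EC100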
M5 ag: CHRM5 agonism in calcium assay. CHO-K1 hM5 cells, Fluo-8 calcium fluorescence; 0% DMSO wells, 100% maximal acetylcholine response. P08912. activation, % at 3 µM. actives 0.19% (n = 360,000);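 active means activation above the run's mean over test compounds plus 3 SD, cut at about 23% in these data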;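 further: signal is peak over basal fluorescence ratio across the kinetic read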
CHO-K1 Ca ag: nonselective activator or artifact in parental CHO-K1 cells; Fluo-8 calcium fluorescence; scaled to maximal ATP response, vehicle zero; activation, % at 3 µM; actives 0.48% (n = 360,000); AID 602248; in the data active means activation above about 15%;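 further: untransfected CHO-K1 host cells lacking M1 receptor as counterscreen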
CHO-K1 Ca antag: counter-screen for M1 antagonists: effect in parental CHO-K1 cells | ATP-induced calcium, Fluo-8 fluorescence | inhibition, % at 3 µM | actives 0.6% (n = 360,000) | AID 602250;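 active means inhibition above a per-plate cutoff, the plate's mean sample inhibition plus 3 SD, cut at about 24% in these data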;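 further: 0% = DMSO plus EC80 ATP and 100% = DMSO alone without ATP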
An asterisk follows results filed as active. Hits appear at their usual frequency; overall some 2.7% were active at least once.

CCOC(=O)C1CCCN(S(=O)(=O)c2cc(OCC(N)=O)c(C)cc2Cl)C1 (configuration not stated) was read as CHO-K1 Ca PAM 17, CHRM4 antagonist 5, CHRM5 PAM 0, CHRM5 antagonist -7, CHRM4 PAM 3, CHRM4 agonist 1, M5 ag 0, CHO-K1 Ca ag 1.0 and CHO-K1 Ca antag -8.
For Cc1cccc(C)c1NS(=O)(=O)c1ccc(NC(=O)c2ccc(Cl)c([N+](=O)[O-])c2)cc1 the results were CHO-K1 Ca PAM 7, CHRM4 antagonist -5, CHRM5 PAM 5, CHRM5 antagonist -1, CHRM4 PAM 9, CHRM4 agonist 1, M5 ag -1, CHO-K1 Ca ag -0.1 and CHO-K1 Ca antag -4.
Cc1ccccc1COc1ccc2oc(C)c(C(=O)O)c2c1 was read as CHO-K1 Ca PAM 24, CHRM4 antagonist 6, CHRM5 PAM 7, CHRM5 antagonist -1, CHRM4 PAM 26, CHRM4 agonist 0, M5 ag -1, CHO-K1 Ca ag 0.9 and CHO-K1 Ca antag -16.
Screening COc1cc([N+](=O)[O-])ccc1N1C(=O)CC(Sc2nccc(C)n2)C1=O (configuration not stated) returned CHO-K1 Ca PAM -9, CHRM4 antagonist -3, CHRM5 PAM -2, CHRM5 antagonist -1, CHRM4 PAM -1, CHRM4 agonist 3, M5 ag -2, CHO-K1 Ca ag 0.7 and CHO-K1 Ca antag -3.
Screening COc1ccc(CNC(=O)C2CCCN2)cc1OC (configuration not stated) returned CHO-K1 Ca PAM 12, CHRM4 antagonist 3, CHRM5 PAM -3, CHRM5 antagonist 11, CHRM4 PAM 4, CHRM4 agonist 1, M5 ag -2, CHO-K1 Ca ag 0.3 and CHO-K1 Ca antag 6.
For S=C(NCCN1CCOCC1)Nc1ccc(Cl)c(Cl)c1 the results were CHO-K1 Ca PAM 20, CHRM4 antagonist 0, CHRM5 PAM -1, CHRM5 antagonist -3, CHRM4 PAM 3, CHRM4 agonist 5, M5 ag 1, CHO-K1 Ca ag 2.6 and CHO-K1 Ca antag -11.
For O=C(NCCO)c1cccc(-c2ccc3nncn3c2)c1 the results were CHO-K1 Ca PAM -11, CHRM4 antagonist 7, CHRM5 PAM -5, CHRM5 antagonist 8, CHRM4 PAM -1, CHRM4 agonist 1, M5 ag 1, CHO-K1 Ca ag -0.3 and CHO-K1 Ca antag 3.
Screening COc1ccccc1N1CCN(CCCCN2C(=O)C3CCCCN3C2=O)CC1 (configuration not stated) returned CHO-K1 Ca PAM -3, CHRM4 antagonist 4, CHRM5 PAM -5, CHRM5 antagonist -9, CHRM4 PAM -5, CHRM4 agonist 1, M5 ag -7, CHO-K1 Ca ag 0.4 and CHO-K1 Ca antag -5.
`Cc1ccc(N/C=C/C(=O)c2cccs2)cc1` gave CHO-K1 Ca PAM 0, CHRM4 antagonist 6, CHRM5 PAM 5, CHRM5 antagonist 5, CHRM4 PAM -2, CHRM4 agonist 2, M5 ag -1, CHO-K1 Ca ag 0.2 and CHO-K1 Ca antag 2.
For CCS(=O)(=O)c1nc(S(=O)(=O)c2ccc(C)cc2)c(NCCCN2CCCC2=O)s1 the results were CHO-K1 Ca PAM 1, CHRM4 antagonist -10, CHRM5 PAM 3, CHRM5 antagonist -8, CHRM4 PAM -3, CHRM4 agonist 1, M5 ag -6, CHO-K1 Ca ag 0.4 and CHO-K1 Ca antag -3.
For CC1(C)CC(N2CCOCC2)=CC(=[N+]2CCOCC2)C1 the results were CHO-K1 Ca PAM -10, CHRM4 antagonist 1, CHRM5 PAM -2, CHRM5 antagonist 5, CHRM4 PAM -2, CHRM4 agonist 1, M5 ag 1, CHO-K1 Ca ag -0.1 and CHO-K1 Ca antag 1.
For CC(=O)Nc1c(O)nc(SCC(=O)Nc2sc3c(c2C#N)CCCCCC3)[nH]c1=O the results were CHO-K1 Ca PAM 13, CHRM4 antagonist 10, CHRM5 PAM 7, CHRM5 antagonist -2, CHRM4 PAM -3, CHRM4 agonist 2, M5 ag 1, CHO-K1 Ca ag 0.6 and CHO-K1 Ca antag -3.
Cc1ccc(C(=O)OCC(=O)NCc2ccc(F)cc2)o1 was read as CHO-K1 Ca PAM 1, CHRM4 antagonist -25, CHRM5 PAM 2, CHRM5 antagonist -13, CHRM4 PAM 6, CHRM4 agonist 1, M5 ag -2, CHO-K1 Ca ag 0.5 and CHO-K1 Ca antag -15.
Cc1nnc(N(C)C(=O)c2cccnc2)s1 was read as CHO-K1 Ca PAM 5, CHRM4 antagonist 4, CHRM5 PAM -7, CHRM5 antagonist 9, CHRM4 PAM 1, CHRM4 agonist 0, M5 ag 2, CHO-K1 Ca ag 0.1 and CHO-K1 Ca antag 12.
For CCn1c(=NC(=O)CS(=O)(=O)c2ccccc2)sc2cccc(OC)c21 the results were CHO-K1 Ca PAM 0, CHRM4 antagonist 0, CHRM5 PAM -6, CHRM5 antagonist 9, CHRM4 PAM -6, CHRM4 agonist 5, M5 ag -3, CHO-K1 Ca ag 2.6 and CHO-K1 Ca antag -6.

Overlap with the part before: 2 entries, followed by the next part.
Cc1nnc(N(C)C(=O)c2cccnc2)s1 was read as CHO-K1 Ca PAM 5, CHRM4 antagonist 4, CHRM5 PAM -7, CHRM5 antagonist 9, CHRM4 PAM 1, CHRM4 agonist 0, M5 ag 2, CHO-K1 Ca ag 0.1 and CHO-K1 Ca antag 12.
For CCn1c(=NC(=O)CS(=O)(=O)c2ccccc2)sc2cccc(OC)c21 the results were CHO-K1 Ca PAM 0, CHRM4 antagonist 0, CHRM5 PAM -6, CHRM5 antagonist 9, CHRM4 PAM -6, CHRM4 agonist 5, M5 ag -3, CHO-K1 Ca ag 2.6 and CHO-K1 Ca antag -6.
`Cc1ccc(NC(=O)NCC2CC2(Cl)Cl)cc1` (configuration not stated) gave CHO-K1 Ca PAM 10, CHRM4 antagonist -8, CHRM5 PAM -8, CHRM5 antagonist 13, CHRM4 PAM 0, CHRM4 agonist 3, M5 ag -4, CHO-K1 Ca ag 2.4 and CHO-K1 Ca antag -13.
For Cc1csc(SCC(=O)Nc2ccc3[nH]c(=O)[nH]c3c2)n1 the results were CHO-K1 Ca PAM 10, CHRM4 antagonist -8, CHRM5 PAM 0, CHRM5 antagonist 10, CHRM4 PAM 9, CHRM4 agonist 0, M5 ag -3, CHO-K1 Ca ag 1.8 and CHO-K1 Ca antag -16.
O=C(NCC1CCCO1)Nc1cccc(Cl)c1 (configuration not stated) was read as CHO-K1 Ca PAM 7, CHRM4 antagonist -6, CHRM5 PAM -3, CHRM5 antagonist -1, CHRM4 PAM 1, CHRM4 agonist 3, M5 ag -1, CHO-K1 Ca ag 0.5 and CHO-K1 Ca antag 3.
Screening CC1(C)Cc2ccccc2C(=NCC(=O)O)N1 returned CHO-K1 Ca PAM -14, CHRM4 antagonist 1, CHRM5 PAM -7, CHRM5 antagonist 4, CHRM4 PAM -2, CHRM4 agonist 1, M5 ag -2, CHO-K1 Ca ag -0.4 and CHO-K1 Ca antag 10.
Screening CCN(CC)CCN1C(=O)C2C(C(=O)Nc3cc(C)cc(C)c3)C3C=CC2(O3)C1C(=O)NC1CCCCC1 (configuration not stated) returned CHO-K1 Ca PAM 23, CHRM4 antagonist -6, CHRM5 PAM 1, CHRM5 antagonist -1, CHRM4 PAM -1, CHRM4 agonist 1, M5 ag -2, CHO-K1 Ca ag 0.0 and CHO-K1 Ca antag -9.
For Cc1cc(S(=O)(=O)N(Cc2ccccc2)Cc2ccc(N(C)C)cc2)ccc1-n1cnnn1 the results were CHO-K1 Ca PAM 5, CHRM4 antagonist -7, CHRM5 PAM -10, CHRM5 antagonist 6, CHRM4 PAM -6, CHRM4 agonist 1, M5 ag 0, CHO-K1 Ca ag 0.3 and CHO-K1 Ca antag -10.
For COc1ccccc1NC(=O)CCCCCN1C(=O)c2cccc3cccc(c23)C1=O the results were CHO-K1 Ca PAM -5, CHRM4 antagonist 8, CHRM5 PAM -10, CHRM5 antagonist 7, CHRM4 PAM -4, CHRM4 agonist 2, M5 ag 1, CHO-K1 Ca ag 0.6 and CHO-K1 Ca antag -7.
For CC(=O)N(Cc1ccc2c(c1)OCO2)C1CC(=O)N(CCc2ccccc2)C1=O (configuration not stated) the results were CHO-K1 Ca PAM 0, CHRM4 antagonist 8, CHRM5 PAM -3, CHRM5 antagonist 5, CHRM4 PAM -3, CHRM4 agonist 1, M5 ag 0, CHO-K1 Ca ag 0.1 and CHO-K1 Ca antag -2.
Screening CC(C)COc1ccc(CNC(=S)Nc2ccccc2)cc1Cl returned CHO-K1 Ca PAM 3, CHRM4 antagonist 0, CHRM5 PAM -14, CHRM5 antagonist 12, CHRM4 PAM -11, CHRM4 agonist 10, M5 ag -3, CHO-K1 Ca ag 5.4 and CHO-K1 Ca antag 19.
Screening Cc1c(N(C(=O)c2cc(=O)[nH]c3ccccc23)C(C)C)c(=O)n(-c2ccccc2)n1C returned CHO-K1 Ca PAM 4, CHRM4 antagonist -2, CHRM5 PAM 1, CHRM5 antagonist 4, CHRM4 PAM 4, CHRM4 agonist 0, M5 ag -1, CHO-K1 Ca ag 0.0 and CHO-K1 Ca antag -7.
Screening O=C(NN=C1CCCC1)c1ccccc1O returned CHO-K1 Ca PAM 2, CHRM4 antagonist 5, CHRM5 PAM -3, CHRM5 antagonist 5, CHRM4 PAM -2, CHRM4 agonist 2, M5 ag -1, CHO-K1 Ca ag 1.9 and CHO-K1 Ca antag -12.
COC(=O)C1=C(C(=O)OC)[C@@H]2N(C)c3ccccc3[C@@]23C[C@@H](CO)N(C(=O)c2cccs2)C3=N1 was read as CHO-K1 Ca PAM -1, CHRM4 antagonist 2, CHRM5 PAM 13, CHRM5 antagonist -2, CHRM4 PAM 9, CHRM4 agonist 2, M5 ag 2, CHO-K1 Ca ag -0.2 and CHO-K1 Ca antag -4.
`COc1ccc([N+](=O)[O-])cc1NC(=O)c1ccccc1N(C)S(C)(=O)=O` gave CHO-K1 Ca PAM 21, CHRM4 antagonist -14, CHRM5 PAM -2, CHRM5 antagonist -3, CHRM4 PAM 5, CHRM4 agonist 1, M5 ag -1, CHO-K1 Ca ag 0.3 and CHO-K1 Ca antag -14.
Cc1cc2nnc(SCC(=O)NCc3cccs3)n2c(N)n1 was read as CHO-K1 Ca PAM 22, CHRM4 antagonist -14, CHRM5 PAM 2, CHRM5 antagonist 8, CHRM4 PAM 0, CHRM4 agonist 1, M5 ag -4, CHO-K1 Ca ag 0.3 and CHO-K1 Ca antag -7.
For CC(C)c1onc(C(=O)N2CCCCCC2)c1[N+](=O)[O-] the results were CHO-K1 Ca PAM 21, CHRM4 antagonist 6, CHRM5 PAM -5, CHRM5 antagonist 5, CHRM4 PAM 0, CHRM4 agonist 1, M5 ag -1, CHO-K1 Ca ag 2.8 and CHO-K1 Ca antag 3.
For Cc1ccc(Nc2nc(N)c([N+](=O)[O-])c(NCCO)n2)cc1C the results were CHO-K1 Ca PAM 11, CHRM4 antagonist -10, CHRM5 PAM 9, CHRM5 antagonist -3, CHRM4 PAM 4, CHRM4 agonist -1, M5 ag 3, CHO-K1 Ca ag -0.7 and CHO-K1 Ca antag -13.
For Cc1noc(NS(=O)(=O)c2ccc(NC(=O)CC34CC5CC(CC(Br)(C5)C3)C4)cc2)c1C the results were CHO-K1 Ca PAM 1, CHRM4 antagonist -2, CHRM5 PAM 8, CHRM5 antagonist -4, CHRM4 PAM 12, CHRM4 agonist 0, M5 ag -2, CHO-K1 Ca ag -0.5 and CHO-K1 Ca antag 2.

Assay outcomes from PubChem.
